ADAM10 inh: inhibitors of human ADAM10 | recombinant ADAM10, EDANS/DABCYL FRET peptide cleavage, 3 h | 370,000 tested, 0.62% active | AID 720582 | O14672 | inhibition, % at 7 µM;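 active means inhibition above a per-campaign cutoff equal to the mean of compounds falling between control-based bounds plus 3 SD, cut at about 20% in these data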;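 further: 0% = DMSO wells while the 100% control is not disclosed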
Target sequence (O14672 214-748 limits assumed): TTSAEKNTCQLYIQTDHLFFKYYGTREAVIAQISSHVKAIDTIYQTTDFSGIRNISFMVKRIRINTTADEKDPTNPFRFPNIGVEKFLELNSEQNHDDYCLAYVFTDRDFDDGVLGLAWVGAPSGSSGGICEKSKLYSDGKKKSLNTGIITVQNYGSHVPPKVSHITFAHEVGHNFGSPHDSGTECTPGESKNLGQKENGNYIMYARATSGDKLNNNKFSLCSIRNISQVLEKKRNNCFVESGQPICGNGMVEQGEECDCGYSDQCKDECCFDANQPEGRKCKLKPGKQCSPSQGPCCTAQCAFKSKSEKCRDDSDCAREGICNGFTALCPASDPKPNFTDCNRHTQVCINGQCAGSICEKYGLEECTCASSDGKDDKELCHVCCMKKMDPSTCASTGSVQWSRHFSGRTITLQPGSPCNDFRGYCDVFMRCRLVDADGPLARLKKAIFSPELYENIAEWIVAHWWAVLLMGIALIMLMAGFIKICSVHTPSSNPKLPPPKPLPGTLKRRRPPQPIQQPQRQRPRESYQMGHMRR
DDE Tn6 FP inh: inhibitors of Tn6 peptide binding to human fibrin DD(E); inhibition, % at 8.3 µM; P02675; Fibrin DD(E) TRITC-Tn6 fluorescence polarization displacement; 370,000 tested, 0.21% active;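 active means inhibition above a per-campaign cutoff: mean of compounds within control limits plus 3 SD, cut at about 15% in these data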;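 further: 0% = median of all compound wells on the plate and 100% = blocking peptide control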
Target sequence (P02675 whole entry, looked up): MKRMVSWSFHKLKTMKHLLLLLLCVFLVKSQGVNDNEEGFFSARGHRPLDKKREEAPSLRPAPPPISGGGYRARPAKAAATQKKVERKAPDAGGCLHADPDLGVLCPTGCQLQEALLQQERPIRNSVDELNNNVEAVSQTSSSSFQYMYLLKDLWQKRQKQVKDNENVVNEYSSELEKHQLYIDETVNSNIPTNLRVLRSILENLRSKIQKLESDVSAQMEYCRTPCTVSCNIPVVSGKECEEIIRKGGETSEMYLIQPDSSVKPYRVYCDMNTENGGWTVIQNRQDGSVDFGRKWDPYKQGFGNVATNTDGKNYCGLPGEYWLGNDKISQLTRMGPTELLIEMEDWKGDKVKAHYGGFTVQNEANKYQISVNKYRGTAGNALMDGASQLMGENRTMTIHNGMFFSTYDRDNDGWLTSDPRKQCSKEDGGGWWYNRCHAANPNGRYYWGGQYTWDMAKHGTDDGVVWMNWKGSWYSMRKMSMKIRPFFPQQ
TDP2 inh: blocks human TDP2 phosphodiesterase activity. O95551. recombinant TDP2, T5PNP hydrolysis, p-nitrophenol absorbance 415 nm. inhibition, % at 12.8 µM. 370,000 tested, 0.34% active;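 active means inhibition above the mean of all tested compounds plus 3 SD, set per campaign, cut at about 25% in these data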;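 further: 0% = DMSO with enzyme and 100% = buffer with substrate but no TDP2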
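Material: recombinant human TDP2; quantity: TDP2 enzyme at 120 nM final; medium: Tris-HCl pH 7.5 with MgCl2; compound: single concentration, 12.8 µM nominal, with 1% DMSO; incubation: 2 h enzyme incubation at 37 °C; signal: epi absorbance; measure: percent inhibition; benchmarks: high control without enzyme, low control DMSO plus TDP2; repeats: singlicate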
SIAE primary: human SIAE inhibition, primary screen. AID 1053197. Q9HAT2. inhibition, % at 9.66 µM. 370,000 tested, 0.69% active. SIAE FP-Rh probe binding, fluorescence polarization;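 active means inhibition above a cutoff: mean of compounds within the control limits plus 3 SD of those, cut at about 17% in these data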;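 further: 0% = plate median of compound wells and 100% = probe without SIAE protein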
ASAP1 inh: blocks human ASAP1-stimulated Arf1 GTP hydrolysis | GDP FP detection | inhibition, % at 16.5 µM | 360,000 tested, 0.19% active; in the data active means inhibition above about 25%;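 further: 0% = vehicle with enzyme and substrate and 100% = no enzyme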
ADAM17 inh: ADAM17 inhibition, QFRET primary screen | P78536 | recombinant ADAM17, EDANS/DABCYL FRET peptide cleavage | inhibition, % at 6.95 µM | 370,000 tested, 0.83% active | AID 720648;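 active means inhibition above the mean of compounds lying between control limits plus 3 SD, set per campaign, cut at about 8.5% in these data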;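 further: 0% = DMSO-only wells as the low control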
PLC-gamma1 inh: blocks human PLC-gamma1 enzyme activity | inhibition, % at 12.2 µM | AID 720700 | 370,000 tested, 0.84% active | P19174 | purified PLC-gamma1, fluorogenic substrate, fluorescence; in the data active means inhibition above about 9.5%
ARFGAP1 inh: rat ARFGAP1 inhibition; inhibition, % at 16.5 µM; Arfgap1-stimulated ARF1 GTP hydrolysis, GDP FP detection; Q62848; 360,000 tested, 0.26% active;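 active means inhibition above a per-plate limit, mean inhibition of low control wells plus 3 SD, cut at about 25% in these data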;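 further: 0% = DMSO wells with enzyme and 100% = wells lacking Arfgap1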
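System: truncated rat Arfgap1 GAP domain / Medium: HEPES-based buffer, pH 7.5 / Also added: N-terminally truncated human ARF1-GTP substrate / Incubation: enzyme reaction 120 min at 25 °C after 20 min preincubation / Measured by: FP of antibody-bound GDP Alexa 633 tracer, ex 620/em 688 nm / Replicates: singlicate, each compound tested once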
DDE Tn7 FP inh: inhibitors of Tn7 peptide binding to human fibrin DD(E) | P02675 | FP displacement of FITC-Tn7 peptide from fibrin DD(E); 0% = median of compound wells per plate | inhibition, % at 8.3 µM | 370,000 tested, 0.13% active | AID 720508;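 active means inhibition above the mean of compounds falling within the control limits plus 3 SD of them, cut at about 14% in these data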;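 further: 0% = plate median of compound wells and 100% = 10 µM Aha-Tn7 peptide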
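Assay system: Fibrin-DD(E) protein isolated from polymerized human fibrin clots; read-out basis: percent inhibition; medium: Tris/NaCl/CaCl2 buffer, pH 7.8; signal: FP measurement; incubation: 10 min plus 3 h, room temperature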
PLC-beta3 inh: PLC-beta3 (human) inhibition, primary screen; Q01970; Purified PLC-beta3, fluorogenic substrate, fluorescence; inhibition, % at 12.2 µM; 370,000 tested, 0.18% active; AID 720704; in the data active means inhibition above about 11%;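 further: 0% = median of compound wells on plate and 100% = full blocker control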
Numbers without * were called inactive.

CCN(CC)C(=O)c1[nH]cnc1C(=O)Nc1ccc(C)cc1 was read as ADAM10 inh 9, DDE Tn6 FP inh -4, TDP2 inh 10, SIAE primary 3, ASAP1 inh 17, ADAM17 inh -4, PLC-gamma1 inh 2, ARFGAP1 inh -2, DDE Tn7 FP inh -6 and PLC-beta3 inh -1.
`CCn1c(=O)n(CC)c2cc(S(=O)(=O)N3CCC(c4ccccc4)CC3)ccc21` gave ADAM10 inh 3, DDE Tn6 FP inh 1, TDP2 inh -5, SIAE primary 1, ASAP1 inh 7, ADAM17 inh -4, PLC-gamma1 inh -1, ARFGAP1 inh 8, DDE Tn7 FP inh -4 and PLC-beta3 inh 0.
For Cc1ccc(C)c(S(=O)(=O)N2CCN(C(=O)Cn3c(=O)cnc4ccccc43)CC2)c1 the results were ADAM10 inh 3, DDE Tn6 FP inh 2, TDP2 inh 12, SIAE primary -2, ASAP1 inh 5, ADAM17 inh -5, PLC-gamma1 inh 2, ARFGAP1 inh 7, DDE Tn7 FP inh -2 and PLC-beta3 inh 1.
COc1ccc(CCn2c(SCC(=O)Nc3cc(C)on3)nc3ccccc3c2=O)cc1OC was read as ADAM10 inh 4, DDE Tn6 FP inh 0, TDP2 inh 12, SIAE primary 14, ASAP1 inh -6, ADAM17 inh 1, PLC-gamma1 inh 1, ARFGAP1 inh 7, DDE Tn7 FP inh 5 and PLC-beta3 inh 5.
Screening COc1ccccc1N(CC(=O)NC1CCCCC1)S(=O)(=O)c1cccs1 returned ADAM10 inh 13, DDE Tn6 FP inh -3, TDP2 inh -7, SIAE primary 0, ASAP1 inh 1, ADAM17 inh 2, PLC-gamma1 inh 4, ARFGAP1 inh 5, DDE Tn7 FP inh 6 and PLC-beta3 inh -2.
For Fc1ccc(Cn2nnnc2C(c2cccs2)N2CCN(C3CCCCC3)CC2)cc1 (stereo not drawn) the results were ADAM10 inh -2, DDE Tn6 FP inh 6, TDP2 inh -6, SIAE primary 4, ASAP1 inh -7, ADAM17 inh 1, PLC-gamma1 inh 1, ARFGAP1 inh 7, DDE Tn7 FP inh 4 and PLC-beta3 inh -1.
Cc1[nH]c2ccccc2c1CCN(Cc1cccs1)C(=S)NC(C)(C)C was read as ADAM10 inh -14, DDE Tn6 FP inh -4, TDP2 inh -1, SIAE primary 2, ASAP1 inh 13, ADAM17 inh -5, PLC-gamma1 inh -3, ARFGAP1 inh -8, DDE Tn7 FP inh 8 and PLC-beta3 inh -2.
For N#Cc1ccc(OCC(=O)OCC(=O)c2ccccc2)cc1 the results were ADAM10 inh -6, DDE Tn6 FP inh -3, TDP2 inh 8, SIAE primary 2, ASAP1 inh -6, ADAM17 inh -1, PLC-gamma1 inh 0, ARFGAP1 inh 20, DDE Tn7 FP inh 0 and PLC-beta3 inh -4.
For O=c1[nH]cnc2c1sc1nc(-c3ccccc3)c3c(c12)CCCC3 the results were ADAM10 inh 3, DDE Tn6 FP inh 3, TDP2 inh 10, SIAE primary -5, ASAP1 inh 5, ADAM17 inh -2, PLC-gamma1 inh 4, ARFGAP1 inh -3, DDE Tn7 FP inh 3 and PLC-beta3 inh 2.
For CC(=O)Nc1ccc(-c2ccnc3c2CC(C(=O)Nc2ccc(Cl)c(C(F)(F)F)c2)O3)cc1 (stereo not drawn) the results were ADAM10 inh 13, DDE Tn6 FP inh 4, TDP2 inh 8, SIAE primary -7, ASAP1 inh 18, ADAM17 inh 3, PLC-gamma1 inh 2, ARFGAP1 inh 11, DDE Tn7 FP inh 0 and PLC-beta3 inh -1.
For O=C(CSc1ccc(-c2ccc(Br)cc2)nn1)NCC1CCCO1 (stereo not drawn) the results were ADAM10 inh -5, DDE Tn6 FP inh 0, TDP2 inh -7, SIAE primary -6, ASAP1 inh -1, ADAM17 inh -3, PLC-gamma1 inh 1, ARFGAP1 inh 12, DDE Tn7 FP inh 2 and PLC-beta3 inh -9.
Screening CC(=O)N1CCC(C(=O)c2ccc(Cl)cc2)CC1 returned ADAM10 inh -4, DDE Tn6 FP inh 5, TDP2 inh 5, SIAE primary 3, ASAP1 inh 0, ADAM17 inh 2, PLC-gamma1 inh 1, ARFGAP1 inh 7, DDE Tn7 FP inh 6 and PLC-beta3 inh 1.
Screening COc1ccc(C2=CSC3=NNC4(CCCCC4)NN23)cc1 returned ADAM10 inh -7, DDE Tn6 FP inh 3, TDP2 inh -20, SIAE primary 2, ASAP1 inh -11, ADAM17 inh 0, PLC-gamma1 inh 3, ARFGAP1 inh 7, DDE Tn7 FP inh 6 and PLC-beta3 inh -8.
COc1cccc(-c2cn(-c3cccc(C(F)(F)F)c3)c(=S)[nH]2)c1 was read as ADAM10 inh 14, DDE Tn6 FP inh 12, TDP2 inh 6, SIAE primary 8, ASAP1 inh 0, ADAM17 inh 7, PLC-gamma1 inh 1, ARFGAP1 inh 0, DDE Tn7 FP inh -7 and PLC-beta3 inh 6.
For COCc1cc(/C=N\NC(=O)c2ccc(Cl)cc2)ccc1OC the results were ADAM10 inh 0, DDE Tn6 FP inh 6, TDP2 inh 0, SIAE primary -4, ASAP1 inh 15, ADAM17 inh -1, PLC-gamma1 inh -7, ARFGAP1 inh 2, DDE Tn7 FP inh -4 and PLC-beta3 inh -5.
Screening O=S(=O)(c1ccc(Br)cc1)N1CCn2c(nc3ccccc32)C1 returned ADAM10 inh 5, DDE Tn6 FP inh 4, TDP2 inh -4, SIAE primary -3, ASAP1 inh -7, ADAM17 inh 2, PLC-gamma1 inh 2, ARFGAP1 inh 1, DDE Tn7 FP inh -2 and PLC-beta3 inh 1.
Screening COC(=O)c1cc(-c2ccccc2)sc1NC(=O)CN1C(=O)c2ccccc2C1=O returned ADAM10 inh -9, DDE Tn6 FP inh -3, TDP2 inh -2, SIAE primary -13, ASAP1 inh -10, ADAM17 inh -5, PLC-gamma1 inh -3, ARFGAP1 inh 9, DDE Tn7 FP inh 4 and PLC-beta3 inh -2.
Screening COc1cc(C(=O)NC2CCCC2)c(Br)c(OC)c1OC returned ADAM10 inh 13, DDE Tn6 FP inh -7, TDP2 inh -6, SIAE primary 8, ASAP1 inh 0, ADAM17 inh -1, PLC-gamma1 inh 7, ARFGAP1 inh -18, DDE Tn7 FP inh 3 and PLC-beta3 inh 4.
NC(=O)C1CCN(C(=O)COc2ccc(Nc3ccccc3)cc2)CC1 was read as ADAM10 inh 0, DDE Tn6 FP inh 4, TDP2 inh 3, SIAE primary 16, ASAP1 inh -13, ADAM17 inh -2, PLC-gamma1 inh 0, ARFGAP1 inh 2, DDE Tn7 FP inh -3 and PLC-beta3 inh -12.
For Cc1nccn1C(c1ccccc1)c1ccccc1 the results were ADAM10 inh -10, DDE Tn6 FP inh 0, TDP2 inh 0, SIAE primary 0, ASAP1 inh -6, ADAM17 inh -1, PLC-gamma1 inh 5, ARFGAP1 inh -3, DDE Tn7 FP inh 4 and PLC-beta3 inh -8.
For O=[N+]([O-])c1ccc(Sc2ccccc2)nc1 the results were ADAM10 inh -8, DDE Tn6 FP inh -1, TDP2 inh -2, SIAE primary 2, ASAP1 inh -2, ADAM17 inh 1, PLC-gamma1 inh 2, ARFGAP1 inh -7, DDE Tn7 FP inh 1 and PLC-beta3 inh 2.
For CN(C)S(=O)(=O)N1CCN(c2ccc(Cl)cc2)CC1 the results were ADAM10 inh -1, DDE Tn6 FP inh 2, TDP2 inh 5, SIAE primary -8, ASAP1 inh -7, ADAM17 inh -2, PLC-gamma1 inh -3, ARFGAP1 inh 14, DDE Tn7 FP inh 2 and PLC-beta3 inh -1.
Screening Clc1cccc(CN2CCN(Cc3ccco3)CC2)c1 returned ADAM10 inh 0, DDE Tn6 FP inh 2, TDP2 inh 1, SIAE primary 3, ASAP1 inh 2, ADAM17 inh -4, PLC-gamma1 inh 5, ARFGAP1 inh 25*, DDE Tn7 FP inh -3 and PLC-beta3 inh -6.
`CC1CN(Cc2nc3c(c(=O)n(C)c(=O)n3C)n2Cc2ccccc2)CC(C)O1` (stereo not drawn) gave ADAM10 inh -21, DDE Tn6 FP inh -6, TDP2 inh -7, SIAE primary -3, ASAP1 inh -5, ADAM17 inh -6, PLC-gamma1 inh 1, ARFGAP1 inh 6, DDE Tn7 FP inh 2 and PLC-beta3 inh -5.
For O=c1oc(-c2ccccc2Cl)nc2ccsc12 the results were ADAM10 inh 3, DDE Tn6 FP inh -5, TDP2 inh 10, SIAE primary 16, ASAP1 inh -2, ADAM17 inh 0, PLC-gamma1 inh 0, ARFGAP1 inh 0, DDE Tn7 FP inh 0 and PLC-beta3 inh 2.
`CCCN(CCC)C(=O)c1cc2c(=O)[nH]c3ccc(C)cc3c2s1` gave ADAM10 inh -104, DDE Tn6 FP inh 8, TDP2 inh -7, SIAE primary -2, ASAP1 inh 0, ADAM17 inh -35, PLC-gamma1 inh -18, ARFGAP1 inh 6, DDE Tn7 FP inh 0 and PLC-beta3 inh -25.
`Cc1ccccc1-n1c(=O)cc(N2CC(C)OC(C)C2)[nH]c1=O` (stereo not drawn) gave ADAM10 inh 1, DDE Tn6 FP inh -2, TDP2 inh -6, SIAE primary 5, ASAP1 inh -7, ADAM17 inh 0, PLC-gamma1 inh 2, ARFGAP1 inh 5, DDE Tn7 FP inh -6 and PLC-beta3 inh 5.
Screening C=CCn1c(SCC(=O)Nc2ccccc2)nc2scc(-c3cccs3)c2c1=O returned ADAM10 inh 8, DDE Tn6 FP inh -3, TDP2 inh 1, SIAE primary -31, ASAP1 inh 3, ADAM17 inh 0, PLC-gamma1 inh -1, ARFGAP1 inh -6, DDE Tn7 FP inh -2 and PLC-beta3 inh 0.
For Cc1nc(C)c(C(=O)O)c(-c2cccs2)c1C(=O)O the results were ADAM10 inh -3, DDE Tn6 FP inh 2, TDP2 inh 10, SIAE primary 4, ASAP1 inh -8, ADAM17 inh 0, PLC-gamma1 inh 2, ARFGAP1 inh 3, DDE Tn7 FP inh -4 and PLC-beta3 inh 0.
